Assay outcomes deposited in PubChem BioAssay by National Center for Advancing Translational Sciences (NCATS).
DT40 TDP1 no CPT: qHTS for Inhibitors of human tyrosyl-DNA phosphodiesterase 1 (TDP1): qHTS in cells in absence of CPT. DT40 Tdp1-/- hTDP1 cells, no CPT, ATP luminescence, 48 h. Potency, µM (doses to about 46.2 µM), inactives show at the top dose activity change, negative = growth inhibition, actives largely listed as inhibitors. 420,000 compounds, 15% hits. AID 686978, 2013; also: nearly all actives have a fitted effect of over 55% in size
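Seeded 400 DT40-hTDP1 cells/well (vehicle DMSO, no 20 nM CPT); pinned compounds; ≥48 hr at 37 °C; CellTiter-Glo luminescence as viability measure.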
DT40 TDP1 CPT: growth inhibition of DT40 Tdp1-/-;hTDP1 cells with camptothecin (screen for TDP1 inhibitors) | chicken DT40 Tdp1-/-;hTDP1 cells + 20 nM CPT, ATP luminescence, 48 h | Potency, µM (doses to about 46.2 µM), for inactives: at the top dose activity change, negative = growth inhibition, usual class: inhibitors | 420,000 compounds, 12% hits; also: nearly all actives have a fitted effect of over 55% in size
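Chicken DT40 Tdp1-/- cells stably complemented with human TDP1 were seeded at 400 cells/well in medium containing 20 nM camptothecin, exposed to pin-transferred compounds, and grown at 37 °C for at least 48 hr. Viability was read as ATP luminescence.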
KAT2A inh: blocks human GCN5L2 histone acetyltransferase; GCN5L2 HAT assay, ThioGlo1 CoA-SH fluorescence; Potency, µM (highest dose often 58.9 µM), inactives show at the top dose activity change, negative = inhibition, hits mostly inhibitors; Q92830; 390,000 compounds, 0.21% hits
Target sequence (Q92830 whole entry, looked up): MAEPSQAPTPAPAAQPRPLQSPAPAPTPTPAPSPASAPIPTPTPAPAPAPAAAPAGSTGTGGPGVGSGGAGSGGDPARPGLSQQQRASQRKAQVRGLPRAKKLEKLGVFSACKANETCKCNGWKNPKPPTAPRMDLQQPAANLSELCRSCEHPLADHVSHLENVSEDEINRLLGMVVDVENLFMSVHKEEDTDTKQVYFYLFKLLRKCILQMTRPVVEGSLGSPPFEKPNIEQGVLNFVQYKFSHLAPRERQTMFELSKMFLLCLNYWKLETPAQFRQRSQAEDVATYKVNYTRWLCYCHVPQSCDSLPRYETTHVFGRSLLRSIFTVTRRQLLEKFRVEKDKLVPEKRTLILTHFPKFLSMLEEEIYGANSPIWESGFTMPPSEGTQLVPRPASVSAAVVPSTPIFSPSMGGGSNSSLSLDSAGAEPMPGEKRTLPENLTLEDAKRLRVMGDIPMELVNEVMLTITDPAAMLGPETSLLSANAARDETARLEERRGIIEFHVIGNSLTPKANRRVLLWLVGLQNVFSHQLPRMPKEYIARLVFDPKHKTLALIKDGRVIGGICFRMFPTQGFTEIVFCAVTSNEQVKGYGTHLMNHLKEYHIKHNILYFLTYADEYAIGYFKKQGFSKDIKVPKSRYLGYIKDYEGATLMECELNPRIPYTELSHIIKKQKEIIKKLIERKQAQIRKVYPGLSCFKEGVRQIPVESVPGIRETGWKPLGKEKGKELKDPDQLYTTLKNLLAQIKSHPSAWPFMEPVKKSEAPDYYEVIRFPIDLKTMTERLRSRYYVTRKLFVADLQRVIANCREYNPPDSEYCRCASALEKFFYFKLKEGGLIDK
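ThioGlo1-coupled HAT assay: 20nM GCN5L2, 70uM acetyl-CoA, 75uM H3(1-25) peptide, pH 7.5. Fluorescence read at 340/540nm at start and after 20 min at room temperature.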
Numbers without * were called inactive; ? = inconclusive; · = no result given; & = joins results of further samples. Calls follow the shape of the dose curve; as a rule, active = well fitted curve in the direction sought with a large enough effect; inconclusive = small, poorly fitted or top-dose-only effect, or another doubt; inactive = no such curve, though single readings can be large; an effect the other way counts as inactive or inconclusive. % is scaled to controls: 0 for no effect and ±100 for the full control effect; potency is read from the fitted curve at half-maximal effect. Rows are unselected. About 18% of those tested had a hit in this group.

A first look (5 entries):
Each structure is followed by: DT40 TDP1 no CPT, DT40 TDP1 CPT, KAT2A inh
[1] O=C(NCc1ccccc1F)C1CCN(C(=O)Nc2ccc(F)cc2)CC1
    4%, 11%, 0%
[2] CC1(C)CC(=O)C=C(Nc2ccccc2F)C1
    -4%, -1%, -5%
[3] Fc1c(F)c(F)c(/C=N/NC(=S)Nc2cccnc2)c(F)c1F
    18µM*, ?, 3%
[4] O=C(NCc1cccnc1)c1ccc2c(c1)N(Cc1ccccc1)CCS2
    ?, ?, -10%
[5] CC(Oc1cccc(Cl)c1)C(=O)Nc1cc(S(=O)(=O)N2CCCCC2)ccc1N1CCOCC1 (stereo unspecified)
    ?, ?, -6%

The whole of this part, previewed entries included:
Each structure is followed by: DT40 TDP1 no CPT, DT40 TDP1 CPT, KAT2A inh
[1] O=C(NCc1ccccc1F)C1CCN(C(=O)Nc2ccc(F)cc2)CC1
    4%, 11%, 0%
[2] CC1(C)CC(=O)C=C(Nc2ccccc2F)C1
    -4%, -1%, -5%
[3] Fc1c(F)c(F)c(/C=N/NC(=S)Nc2cccnc2)c(F)c1F
    18µM*, ?, 3%
[4] O=C(NCc1cccnc1)c1ccc2c(c1)N(Cc1ccccc1)CCS2
    ?, ?, -10%
[5] CC(Oc1cccc(Cl)c1)C(=O)Nc1cc(S(=O)(=O)N2CCCCC2)ccc1N1CCOCC1 (stereo unspecified)
    ?, ?, -6%
[6] COc1ccc(CN2CCNC(=O)C2CC(=O)N(C)C2CCOCC2)c(F)c1 (stereo unspecified)
    -1%, -4%, -3%
[7] COc1ccc2oc(C(F)(F)C(F)(F)F)cc(=O)c2c1
    15%, 9%, 3%
[8] Cc1ccc(NC(=O)Cc2ccc(-c3ccccc3)cc2)nc1
    -27%, ?, -6%
[9] COC(=O)c1cc(C(=O)OC)cc(N2C(=O)CC(NNC(=O)c3ccccc3Cl)C2=O)c1 (stereo unspecified)
    1%, -6%, 1%
[10] CCc1ccc2[nH]c(=O)c(C(c3nnnn3CCOC)N3CCN(c4ccccc4F)CC3)cc2c1 (stereo unspecified)
    ?, ?, -11%
[11] C=CC[C@H](CC(=O)OC(C)(C)C)C(=O)OC[C@H]1CCCN1C(=O)[C@H](CC=C)CC(=O)N(CCO)Cc1ccccc1
    ?, 16µM*, -3%
[12] O=C(CN(Cc1ccc2c(c1)OCO2)C(=O)c1cnsn1)NC1CCCC1
    -7%, 15%, 1%
[13] O=C(CCC(=O)Nc1nnc(C2CCCCC2)s1)NCc1cccs1
    -5%, -11%, -1%
[14] COc1ccc(/C(C)=N/NC(=O)c2nnn(-c3nonc3N)c2CN(C)c2ccccc2)cc1
    -6%, -4%, 1%
[15] COc1ccccc1CNc1nc(NC(C)C)nc2ccsc12
    12µM*, 12µM*, ·
[16] COc1ccccc1OCC(=O)NNC(=S)NC(=O)c1ccco1
    18µM*, ?, -3%
[17] Cc1cn([C@H]2C[C@H](O)[C@@H](CNC=O)O2)c(=O)[nH]c1=O
    ?, -13%, ·
[18] CCc1ccc(NC(=O)COC(=O)CCCC2=NS(=O)(=O)c3ccccc3N2)cc1
    13%&6%, 1%&-5%, -3%&-2%
[19] CCC1(c2ccccc2)SC(N)=NC1=O (stereo unspecified)
    4%, -3%, ·
[20] COCCn1nnnc1C(c1ccc(OC)cc1OC)N1CCN(c2ccccc2)CC1 (stereo unspecified)
    -22%, -20%, -15%
[21] COc1ccc(N=Cc2c[nH][nH]c2=O)cc1
    -20%, ?, -19%
[22] COc1ccc2[nH]c(C(=O)NCc3ccccc3)cc2c1
    0%, 1%, 9%
[23] CCCNC(=O)COC(=O)c1ccccc1C(=O)N(C)C1CCCCC1
    -16%, -7%, 3%
[24] O=C(CSC1=NS(=O)(=O)c2cc(F)ccc2N1)NCc1ccccc1Cl
    -23%, 7%, -5%
[25] O=c1c2ccccc2oc2cc(OCc3cccc(F)c3)cc(O)c12
    -19%, 22%, -14%
[26] Cc1c(OCC(=O)NCCCN2CCOCC2)ccc2c1oc(=O)c1ccccc12
    ?, ?, 3%
[27] O=[N+]([O-])c1ccc(N2CCCCC2)c(Cl)c1N1CCCCC1
    -12%, -6%, -8%
[28] CC1(C(=O)NS(=O)(=O)c2ccccc2Cl)CCN1C(=O)C1(c2ccc(Cl)cc2)CCC1 (stereo unspecified)
    -14%, -1%, ·
[29] NC(=O)C1CCCN(C(=O)c2ccc(NC(=O)c3cccs3)cc2)C1 (stereo unspecified)
    -2%, -14%, 1%
[30] CCOC(=O)/C=C/C(=O)Nc1ccc(Oc2ccccc2)cc1
    ?, ?, ?
[31] Cc1cc(C)c(S(=O)(=O)NCC(=O)NCc2ccccn2)c(C)c1
    -13%, 10%, -6%
[32] COc1ccc(OC)c(NC(=O)COC(=O)CCCN2C(=O)c3ccccc3C2=O)c1
    2%, -6%, 1%
[33] Cc1nc2ncnn2c(C)c1Cc1cccc(C(F)(F)F)c1
    ?, ?, -6%
[34] COc1ccc(NC(=S)N2CCC(c3nc4ccccc4o3)CC2)c(OC)c1
    0%, ?, 1%
[35] N#Cc1ccc(-c2nc3ccc(Br)cn3c2Cc2ccsc2)cc1
    -99%, -100%, ·
[36] CC(C)C(=O)Nc1cccc(C(=O)Nc2nnc(C(C)(C)C)s2)c1
    -8%, -20%, 0%
[37] COc1ccc(NC(=O)NCCc2c(C)nn(C)c2C)c(OC)c1
    9%, 1%, 2%
[38] COCCN(C(=O)COC(=O)CCn1c(C)csc1=O)c1c(N)n(Cc2ccccc2)c(=O)[nH]c1=O
    2%, 2%, -3%
[39] C/C(CC(=O)NC(C)(C)C)=N\NC(=O)c1ccccc1N
    -21%, -22%, -3%
[40] Cc1cccc(NC(=O)CSc2n[nH]c(-c3ccncc3)n2)c1C
    -29%, 12µM*, -2%
[41] CCc1nnc(NC(=O)c2cc(S(=O)(=O)N3CCN(c4ccccc4)CC3)ccc2Cl)s1
    -7%, -27%, -10%
[42] COc1ncc2nc(-c3cc(F)cc(F)c3)c(=O)n(CCc3ccccc3)c2n1
    -4%, 1%, ?
[43] O=C(O)C1C2C=CC3(CN(C4CCCC4)C(=O)C13)O2 (stereo unspecified)
    5%, -13%, -2%
[44] O=C(NCc1cccs1)c1cccnc1Cl
    13%, 5%, -4%
[45] COc1ccc(Cc2nnc(SCc3ccc([N+](=O)[O-])cc3)o2)cc1
    ?, ?, 0%
[46] Cc1ccccc1NC(=O)C1COc2ccccc2O1 (stereo unspecified)
    0%, 2%, -8%
[47] CCOC(=O)C1=C(CS(=O)(=O)c2ccc(F)cc2)NC(=O)NC1c1ccc(OCC)c(OC)c1 (stereo unspecified)
    ?, -3%, -7%
[48] O=C(CSc1ccc([N+](=O)[O-])cc1)Nc1nnc(C2CC2)s1
    -20%, -2%, -1%
[49] CC(C)CNC(=O)CSc1ccc(S(=O)(=O)N(C)C2CCCCC2)cn1
    ?, -29%, 4%
[50] CN(C)CCCNC(=O)c1cc2c3ccccc3n(C)c2s1
    12%, 2%, -10%
[51] O=C(/C=C/c1ccc(O)cc1)c1cccs1
    24µM*, 24µM*, -22%
[52] O=C(COC(=O)CNC(=O)c1ccco1)Nc1ccc(Cl)cn1
    -19%, 0%, -7%
[53] O=C1CCCc2ccccc2N1Cc1ccccc1
    12µM*, 13µM*, -1%
[54] CN(Cc1ccccc1)S(=O)(=O)c1ccc(Cl)c(C(=O)OCC(N)=O)c1
    -1%, 0%, -1%
[55] CN(C)S(=O)(=O)c1ccc(N2CCCC2)c(C(=O)Nc2cccc(F)c2)c1
    -23%, 10%, 0%
[56] CC(C)N(C(=O)C(=O)c1cccn1-c1ccccc1C#N)C(C)C
    -11%, -1%, -2%
[57] Cc1ccc2c(c1)C(=O)C(=O)N2Cc1ccc(F)cc1
    0.92µM*, 0.73µM*, -7%
[58] COc1ccc(CNC(=O)C2CCC(CNS(=O)(=O)c3ccc4c(c3)CCCC(=O)N4)CC2)cc1 (stereo unspecified)
    -23%, ?, 17%
[59] COc1cc2c3nnc(-c4ccccc4)c-3cn(Cc3ccc(F)cc3)c2cc1OC
    15µM*, 8.2µM*, -6%
[60] COCC(C)n1c(C)cc(C(=O)CSc2nnc(-c3ccco3)o2)c1C (stereo unspecified)
    ?, ?, -4%

Entries of single compounds as entered above:
Profile of CN(C)CCCNC(=O)c1cc2c3ccccc3n(C)c2s1 : DT40 TDP1 no CPT = 12%; DT40 TDP1 CPT = 2%; KAT2A inh = -10%
Profile of CC(C)N(C(=O)C(=O)c1cccn1-c1ccccc1C#N)C(C)C : DT40 TDP1 no CPT = -11%; DT40 TDP1 CPT = -1%; KAT2A inh = -2%

Taken from above.
For DT40 TDP1 no CPT, compound 36 has the entry -8%
For DT40 TDP1 no CPT, compound 58 has the entry -23%
For KAT2A inh, compound 56 has the entry -2%
For DT40 TDP1 CPT, compound 48 has the entry -2%
For DT40 TDP1 no CPT, compound 15 has the entry 12µM*

Going on with the list.
Each structure is followed by: DT40 TDP1 no CPT, DT40 TDP1 CPT, KAT2A inh
[61] Cc1cc(N)n2nc(C(F)(F)F)nc2n1
    -20%, 9%, 1%
[62] COC(=O)C1CSC(C(=O)OC)N1C(=O)Nc1c(C)cccc1C (stereo unspecified)
    -9%, -10%, -6%
[63] O=C1CCN(CCc2ccccc2)CCN1[C@H](COc1ccccc1)c1ccccc1
    14µM*, 15µM*, -7%
[64] Cc1c(C(=O)NCc2ccc(F)cc2)oc2ccc(S(=O)(=O)N3CCOCC3)cc12
    15µM*, ?, -6%
[65] CC(C)(C)c1ccc2oc(=O)cc(-c3cccc(-c4ccc(C(F)(F)F)cc4)c3)c2c1
    ?, ?, -10%
[66] O=C(Nc1nnc(Cc2ccccc2)s1)c1cnccn1
    ?, -6%, -4%
[67] CS(=O)(=O)c1cccc(NC(=O)C2CC2)c1
    0%, -11%, 19%
[68] COc1ccc(CC(=O)NNC(=O)COc2ccc(F)cc2)cc1S(=O)(=O)N1CCOCC1
    -25%, -6%, -7%
[69] N#C/C(=C\c1cccs1)C(=O)NCc1ccccc1
    21µM*, 12µM*, -6%
[70] CCN=C1SC(CC(=O)Nc2ccccc2)C(=O)N1CC (stereo unspecified)
    -14%&1%, -7%&3%, -1%
[71] O=C1COc2ccc(S(=O)(=O)Nc3ccc(F)cc3)cc2N1
    5%, -1%, -22%
[72] C#CCOCCOCCOCCNc1nc(N2CCN(C(=O)Cn3cc(CC(C)O)nn3)CC2)nc(N2CCN(C(=O)[C@H](CCCCN)n3cc(CCCC)nn3)CC2)n1 (stereo partly specified)
    -2%, 3%, ·
[73] COc1ccccc1N1CCN(c2nccc(C)n2)CC1
    -6%, 11%, -1%
[74] NC(=O)CSc1nnc2ccc(-c3ccco3)nn12
    -11%, 3%, ?
[75] CC1(C)CC(=O)C=C(NNC(=O)C2CCCCC2)C1
    -5%, -13%, -1%
[76] Oc1ccccc1C1SC(c2ccccc2O)SC(c2ccccc2O)S1 (stereo unspecified)
    ?, ?, ·
[77] CCCCc1ccc(NS(=O)(=O)c2ccc(N3CCCCS3(=O)=O)cc2)cc1
    ?, ?, -20%

Screen by screen, quoted from above:
DT40 TDP1 CPT, nos. 16–19: ?, -13%, 1%&-5%, -3%
